From PubChem
CRFR2-BP ag: agonists of human CRF-binding protein/CRF-R2 receptor complex; HEK293 CRF-R2/CRF-BP, calcium dye fluorescence (FLIPR); percent of saturating CRF peptide response; activation, % at 13.2 µM; AID 588473; hit rate 0.46% among 350,000;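 active = activation of at least 50%, plus an integration ratio under a set limit after plate pattern correction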;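 also: plate controls were neutral control wells without compound for no effect and CRF at EC100 for full effect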
CHO-K1 Ca PAM: counter-screen for M1 PAMs: effect in parental CHO-K1 cells; ATP EC20, Fluo-8 calcium fluorescence; 0% at ATP EC20, 100% at ATP max; activation, % at 3 µM; hit rate 0.02% among 360,000;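 active = activation above the run cutoff, the mean activation of all test compounds plus 3 SD, cut at about 40% in these data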;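 also: peak over basal fluorescence ratio in a 140 s read after ATP addition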
CHRM5 antagonist: CHRM5 antagonism in calcium assay. P08912. CHO-hM5 cells, Fluo-8 calcium fluorescence, ACh EC80. inhibition, % at 3 µM. hit rate 0.59% among 360,000;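 active = inhibition above a per-plate cutoff, the mean of that plate's test compounds plus 3 SD, cut at about 27% in these data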;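 also: 0% = acetylcholine EC80 with DMSO and 100% = DMSO without agonist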
TAAR1 antagonist: antagonists of human TAAR1 | Q96RJ0 | CHO RD-HGA16 TAAR1, Fluo-8 calcium fluorescence, antagonist | inhibition, % at 3 µM | hit rate 1.5% among 360,000;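 active = inhibition above a per-plate cutoff, the mean inhibition of test compounds on that plate plus 3 SD, cut at about 49% in these data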;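 also: 0% = DMSO plus EC80 beta-PEA response and 100% = DMSO alone without agonist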
Target sequence (Q96RJ0 whole entry, looked up): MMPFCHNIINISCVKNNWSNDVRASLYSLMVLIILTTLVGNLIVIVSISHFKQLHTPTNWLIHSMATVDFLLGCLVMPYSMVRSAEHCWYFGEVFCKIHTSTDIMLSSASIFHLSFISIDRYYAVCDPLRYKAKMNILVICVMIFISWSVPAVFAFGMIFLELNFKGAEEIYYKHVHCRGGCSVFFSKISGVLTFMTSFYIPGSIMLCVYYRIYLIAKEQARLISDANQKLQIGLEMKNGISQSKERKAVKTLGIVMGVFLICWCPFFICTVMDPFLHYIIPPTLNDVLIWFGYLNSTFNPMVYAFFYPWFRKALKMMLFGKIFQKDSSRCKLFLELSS
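Material: CHO RD-HGA16 cells bearing hTAAR1; compound dosing: one-point dosing, 3 µM nominal final; schedule: dye loading 75 min at 37 °C, then 30 min room temperature; measured by: calcium fluorescence with Fluo-8; control set: vehicle and agonist controls; replication: n of 1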
CHRM5 agonist: agonists of human muscarinic M5 receptor (CHRM5); P08912; CHO-K1 hM5 cells, Fluo-8 calcium fluorescence; 0% DMSO wells, 100% maximal acetylcholine response; activation, % at 3 µM; hit rate 0.19% among 360,000; AID 624037;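 active = activation above the run's mean over test compounds plus 3 SD, cut at about 23% in these data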;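 also: signal is peak over basal fluorescence ratio across the kinetic read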
M4 PAM: CHRM4 positive allosteric modulation. P08173. CHO-K1 hM4/Gqi5, Fluo-8 calcium fluorescence, ACh EC20; 0% = ACh EC20, 100% = maximal ACh. activation, % at 3 µM. hit rate 0.4% among 360,000. AID 624126;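 active = activation above its plate's cutoff, the mean activation of sample wells plus 3 SD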; also: some results filed as inactive read as strong as hits
Target sequence (P08173 whole entry, looked up): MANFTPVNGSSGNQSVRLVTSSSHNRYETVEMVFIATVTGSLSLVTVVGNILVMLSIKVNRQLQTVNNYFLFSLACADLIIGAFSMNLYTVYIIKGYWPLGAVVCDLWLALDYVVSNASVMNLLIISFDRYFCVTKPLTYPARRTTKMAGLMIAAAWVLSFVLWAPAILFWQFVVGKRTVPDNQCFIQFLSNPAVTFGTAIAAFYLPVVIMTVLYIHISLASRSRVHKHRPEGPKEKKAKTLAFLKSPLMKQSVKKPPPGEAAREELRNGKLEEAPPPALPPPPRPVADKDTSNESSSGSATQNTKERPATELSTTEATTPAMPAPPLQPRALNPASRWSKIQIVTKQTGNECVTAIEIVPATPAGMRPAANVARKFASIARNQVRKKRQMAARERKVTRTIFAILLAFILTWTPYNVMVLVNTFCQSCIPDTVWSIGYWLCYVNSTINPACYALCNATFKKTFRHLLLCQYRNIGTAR
TAAR1 ag: human TAAR1 agonism | Q96RJ0 | CHO RD-HGA16 TAAR1, Fluo-8 calcium fluorescence; vehicle wells 0%, saturating PEA agonist 100% | activation, % at 3 µM | hit rate 0.99% among 360,000;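 active = activation above the mean activation of all test compounds in the run plus 3 SD, cut at about 38% in these data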
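System: CHO-derived RD-HGA16 cells with stable Gα16 and human TAAR1 / Times: 17-24 h plating, Fluo-8 75 min 37 °C, 30 min RT / Technique: calcium-sensitive Fluo-8 signal, excitation 470-495, emission 515-575 nm / Measure: % activation relative to PEA EC100 response / Benchmarks: DMSO and PEA EC100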
CHRM5 PAM: CHRM5 positive allosteric modulation; CHO-K1 hM5, Fluo-8 calcium, ACh EC20 PAM; 0% = ACh EC20, 100% = ACh EC100; activation, % at 3 µM; hit rate 0.3% among 360,000;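 active = activation above the run cutoff, the mean activation of all test compounds plus 3 SD, cut at about 18% in these data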
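System – CHO-K1 hM5 cells · Compound – 3 µM, single dose · Incubation – compound preincubation 140 s before EC20 acetylcholine addition · Technique – Fluo-8 calcium fluorescence · Measure – Max/basal fluorescence ratio as % of EC20–EC100 ACh window · Benchmarks – low control EC20 acetylcholine (0%), high control EC100 acetylcholine (100%) · Replication – singlicate, one well per test compound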
CRFBP-R2 block: CRF-BP/CRF-R2 complex antagonism | HEK293 CRF-R2/CRF-BP, CRF-induced calcium fluorescence | inhibition, % at 11.8 µM | hit rate 0.59% among 350,000;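 active = inhibition of the ligand-induced calcium signal above about 50% at the single tested concentration, limit read from the data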
Numbers without * were called inactive; . = no result given.

SMILES | CRFR2-BP ag | CHO-K1 Ca PAM | CHRM5 antagonist | TAAR1 antagonist | CHRM5 agonist | M4 PAM | TAAR1 ag | CHRM5 PAM | CRFBP-R2 block
CCC(=O)NC(c1ccc([N+](=O)[O-])cc1)c1c(O)ccc2ccccc12 (stereo not drawn) | -0.5 | 6 | 1 | 16 | 1 | -11 | 16 | -12 | -2
O=[N+]([O-])c1ccc(/C=[N+](\[O-])[C@@H]2CCCC[C@@H]2/[N+]([O-])=C/c2ccc([N+](=O)[O-])o2)o1 | 1.5 | -3 | 4 | 0 | -4 | -9 | 4 | 0 | -10
CCC(C)[C@H](NC(=O)N1CCn2c1nc1ccccc12)C(=O)NCCc1ccccc1 (stereo partly drawn) | 0.7 | 17 | -6 | -25 | 0 | 1 | 13 | 4 | -18
CCn1c(SCC(=O)Nc2ccc(OC)cc2)nc2c1c(=O)n(C)c(=O)n2C | -2.6 | 11 | -3 | -12 | 0 | 2 | 2 | 5 | -10
CC(C)c1nnc(NC(=O)Cc2ccccc2[N+](=O)[O-])s1 | -1.2 | 15 | -9 | -3 | 1 | 7 | 7 | 1 | -48
O=C(c1cccs1)N1CCN(CCc2ccccc2)CC1 | 0.2 | 8 | -3 | 0 | -9 | -6 | 3 | 6 | 14
O=C(N/N=C/c1ccncc1)c1cc(Br)ccc1OCc1ccccc1 | -1.2 | 3 | 1 | 13 | -4 | -7 | 3 | -9 | -26
CCCSc1nnc(CSc2ncccn2)n1C | 0.1 | -3 | 10 | -12 | -1 | 4 | 1 | -2 | 17
O=C(c1cccnc1)N1CCN(S(=O)(=O)c2ccc(F)cc2)CC1 | 1.4 | 17 | 6 | 8 | 0 | 4 | 3 | 3 | 7
O=C(NCc1ccc2c(c1)OCO2)C(=O)NCC1OCCCN1S(=O)(=O)c1cc(F)ccc1F (stereo not drawn) | -1.7 | 18 | 1 | 18 | 0 | -3 | 2 | -3 | -9
O=C1OCc2cc(NC(=O)C34CC5CC(CC(C5)C3)C4)ccc21 | -2.4 | 29 | -2 | -1 | -1 | 1 | 17 | 4 | 19
O=C(CC1S/C(=N/N=C/c2ccco2)NC1=O)Nc1cccc(Cl)c1Cl (stereo not drawn) | 2.9 | 10 | -19 | -22 | 3 | 7 | 5 | 12 | 10
CC(=O)c1c(C)oc2ccc(NS(=O)(=O)c3ccc(F)cc3C)cc12 | -0.8 | -10 | 14 | 8 | 7 | -4 | 7 | -8 | -12
CCN(C(=O)CSc1nnc(Cc2cccc3ccccc23)n1N)C1CCS(=O)(=O)C1 (stereo not drawn) | 5.0 | -8 | -2 | 5 | -1 | -1 | 5 | -4 | -14
O=[N+]([O-])c1cccn2cc(-c3ccc(Br)cc3)nc12 | 0.4 | -5 | 7 | -28 | -1 | 13 | -1 | 4 | 2
CCOC(=O)c1sc(N(C)C(C)=O)nc1C | 0.8 | 16 | -5 | 1 | -2 | 3 | 4 | 4 | -8
Cc1cccc(NC(=O)c2ccc(NCC3CCCO3)c([N+](=O)[O-])c2)c1 (stereo not drawn) | -0.3 | 25 | 2 | 5 | -2 | -8 | 4 | -2 | 10
Cc1cccc(-n2c(SCC(=O)O)nc3sc4c(c3c2=O)CCCC4)c1 | 3.5 | 4 | 3 | -16 | -2 | -1 | 3 | 1 | -20
CC1(C)CC(=O)C(C(O)c2ccccc2)C(C)(C)N1 (stereo not drawn) | 4.0 | -2 | -2 | -2 | 0 | 10 | 1 | 10 | 4
COc1ccc(N2C(=O)CC(NNC(=O)c3cccnc3)C2=O)cc1 (stereo not drawn) | -0.7 | 17 | 6 | 6 | 3 | -1 | 1 | -3 | -15

An excerpt from above, reduced to CRFR2-BP ag and TAAR1 ag:
canonical_smiles | CRFR2-BP ag | TAAR1 ag
O=C1OCc2cc(NC(=O)C34CC5CC(CC(C5)C3)C4)ccc21 | -2.4 | 17
O=C(CC1S/C(=N/N=C/c2ccco2)NC1=O)Nc1cccc(Cl)c1Cl (stereo not drawn) | 2.9 | 5
CC(=O)c1c(C)oc2ccc(NS(=O)(=O)c3ccc(F)cc3C)cc12 | -0.8 | 7
CCN(C(=O)CSc1nnc(Cc2cccc3ccccc23)n1N)C1CCS(=O)(=O)C1 (stereo not drawn) | 5.0 | 5

Returning to the listing with the 2 entries that preceded the break.
SMILES | CRFR2-BP ag | CHO-K1 Ca PAM | CHRM5 antagonist | TAAR1 antagonist | CHRM5 agonist | M4 PAM | TAAR1 ag | CHRM5 PAM | CRFBP-R2 block
CC1(C)CC(=O)C(C(O)c2ccccc2)C(C)(C)N1 (stereo not drawn) | 4.0 | -2 | -2 | -2 | 0 | 10 | 1 | 10 | 4
COc1ccc(N2C(=O)CC(NNC(=O)c3cccnc3)C2=O)cc1 (stereo not drawn) | -0.7 | 17 | 6 | 6 | 3 | -1 | 1 | -3 | -15
Cc1cc(Cl)ccc1NC(=O)CSc1nnc(-c2ccncc2)n1Cc1ccco1 | -0.7 | 21 | -1 | -7 | 0 | 4 | 2 | 2 | 10
COc1ccc(-n2c(Cc3cccn3C)nnc2SCC(=O)Nc2ccc(Cl)cc2)cc1 | 1.2 | 5 | 0 | -42 | 0 | 11 | -2 | 1 | 9
Cc1ccc(-c2nc(C(=O)O)cs2)cc1 | -0.8 | 13 | -2 | -7 | -3 | 3 | 1 | 9 | 10
CCOc1ccccc1/C=C(/NC(=O)c1ccccc1)C(=O)NCC(=O)O | 0.0 | 0 | -10 | 2 | 3 | 13 | 6 | 3 | 0
Nn1c(SCc2cccc(F)c2)nnc1-c1ccncc1 | -0.6 | 13 | -4 | 5 | 3 | 2 | 1 | 10 | -1
Cc1c(C(=O)O)[nH]c2c1C(=O)CC(c1ccc(C(C)(C)C)cc1)C2 (stereo not drawn) | 1.5 | 1 | 3 | -2 | 1 | -4 | 6 | 3 | 2
C=CCN1C(=O)c2ccc(C(=O)N3CCN(S(=O)(=O)c4cccc([N+](=O)[O-])c4)CC3)cc2C1=O | -1.9 | 8 | 17 | 22 | 1 | -10 | 19 | -16 | 9
CCN=c1sc(C(=O)NCCc2ccccc2)cc(=O)n1CC | 0.0 | 7 | 12 | 55* | 4 | -12 | 26 | -49 | 1
CCC1CCC(C(=O)NC(C(=O)NCCN2CCOCC2)C(C)C)CC1 (stereo not drawn) | 1.1 | 3 | 8 | -9 | -2 | 4 | 2 | 0 | -1
O=C1CCCN2N=C(SCC(=O)Nc3nccs3)SC2=N1 | 0.0 | 3 | 9 | -11 | -1 | 0 | 4 | -1 | -15
CCc1ccc2[nH]c(=O)c(CN(Cc3ccc(F)cc3)C(c3nnnn3CCN3CCOCC3)C(C)C)cc2c1 (stereo not drawn) | 3.7 | -1 | 6 | . | -1 | -4 | . | -2 | -2
CSc1nc2c(c(=O)[nH]c(=O)n2C)n1Cc1ccc(Cl)cc1 | -6.5 | 2 | 0 | -10 | 6 | 0 | 3 | 0 | -45
CCN1CC=C2C(C#N)=C(N)C(C#N)(C#N)[C@H](c3ccoc3)[C@H]2C1 | 47 | 17 | -13 | . | -1 | -1 | . | 7 | -32
Cc1cc(CN(C)C(=O)CC2C(=O)NCCN2Cc2c(F)cccc2Cl)n[nH]1 (stereo not drawn) | -0.6 | 13 | 3 | 5 | -2 | -1 | 0 | -2 | 15
CCN(CC)CCNC(=O)CCc1nn(C)c(=O)c2ccccc12 | 1.9 | 0 | -7 | 3 | -4 | 3 | 2 | 6 | 16
O=C(Nc1ccccc1)c1ccc2nsnc2c1 | 1.2 | -9 | -6 | -3 | 1 | 2 | 0 | -1 | 2
COc1cc(C(=O)NC2CCN(C)CC2)ccc1Nc1ncc2c(n1)N(Cc1ccccc1)CCC(=O)N2C | 0.6 | 15 | 10 | 9 | 1 | 11 | 7 | 5 | 25
CC1Cc2cc(/C(O)=C3/C(=O)C(=O)N(CCCN4CCOCC4)C3c3ccc(C(C)C)cc3)ccc2O1 (stereo not drawn) | -0.1 | 26 | -10 | -26 | -3 | 0 | 7 | 0 | -15
NC(=O)CC(NC(=O)c1ccc(Br)cc1)c1ccc(NCCc2ccc(F)cc2)c([N+](=O)[O-])c1 (stereo not drawn) | -0.7 | -10 | 9 | -5 | 0 | 0 | 4 | -1 | 8
COc1cc(/C=C/C(=O)OCC(=O)N2CCC(C)CC2)ccc1OCC#N | 1.1 | 6 | 2 | -9 | 1 | 4 | 12 | 0 | 0
COC(=O)/C=C/CSC1=N/C(=C/c2ccc(-n3cncn3)cc2)C(=O)N1 | -0.1 | 8 | 1 | 12 | 0 | 1 | 3 | -3 | 7
COc1ccc(NC(=O)Nc2c[nH]c(=O)[nH]c2=O)cc1OC | -0.8 | -11 | 9 | -15 | -2 | -6 | 7 | -6 | -5
Cc1ccc(CONC(=O)c2ccccc2Cl)cc1 | -0.8 | -6 | 1 | -25 | 2 | -6 | 0 | 3 | 4
CSc1cccc(NC(=S)Nc2ccc(F)cc2)c1 | -1.6 | 2 | 12 | 20 | 4 | -14 | 7 | -13 | 3
COc1cccc(S(=O)(=O)Nc2cccc(C(=O)N3CCCCCC3)c2)c1 | 0.8 | 12 | -1 | 8 | 2 | -2 | 3 | -4 | -35
C/C(N)=C(/C#N)C(=O)COC(=O)COc1ccc(Cl)cc1C | -1.3 | 23 | 11 | 4 | 5 | 8 | 7 | -8 | 2
C/C(=N\Nc1ccc(S(=O)(=O)N2CCCCC2)cn1)c1cccc(Br)c1 | 2.1 | 4 | 15 | -1 | -2 | 7 | -1 | -14 | -1
O=S(=O)(c1ccccc1)N1CCN=C1SCc1cccnc1 | -1.1 | 5 | 2 | -10 | -1 | 0 | 6 | -4 | 6
COc1ccc(/C(O)=C2/C(=O)C(=O)N(CC3CCCO3)C2c2cccc(OC)c2)cc1 (stereo not drawn) | -2.5 | 10 | 0 | -10 | 0 | 3 | 10 | -5 | -19
Cc1cc(C)n(-c2nnc(C)n2/N=C/c2ccco2)n1 | 1.3 | 13 | -8 | -5 | -3 | 3 | 1 | 8 | 20
CC1CCCCC1NC(=O)CSC1=Nc2ccccc2C2CC=NN12 (stereo not drawn) | 0.0 | 15 | 3 | -4 | 1 | 2 | 5 | 3 | 3
CC1CCN(C(=O)C2CCN(S(=O)(=O)c3ccc(-n4cnnn4)cc3)CC2)CC1 | -0.9 | -6 | -2 | -5 | -2 | -7 | -4 | 4 | 9
Cc1cc(/C=N/n2cnnc2)c(C)n1-c1cc(Cl)ccc1Cl | -0.9 | 2 | -1 | -1 | -4 | -1 | -2 | -5 | -20
CCN1C(=O)/C(=C2/C=Cc3ccccc3N2C)OC1=S | -0.4 | 1 | -1 | 0 | -2 | 0 | 7 | -8 | 4
Cc1cccc(NC(=O)c2cc([N+](=O)[O-])ccc2NC2CCCCC2)c1 | 2.5 | 6 | -3 | 13 | -2 | 2 | -1 | 7 | -9
NCCCCCc1nnc(SCc2cccc(Cl)c2)o1 | -0.6 | 12 | 80* | 4 | -7 | -30 | 20 | -18 | -2
Cc1noc(C)c1CSc1nc2cc(S(=O)(=O)N3CCOCC3)ccc2o1 | -1.8 | 14 | -9 | 10 | -3 | 1 | 1 | -2 | 14
